Abeta yeast res = restores growth of yeast expressing A-beta42 peptide. yeast expressing A-beta42, growth rescue, OD600, 48 h; response scale: 0% DMSO, 100% iron-clioquinol control. Potency, µM (titrated, usually from 46.1 µM), for inactives: at the top dose growth rescue, most hits filed as activators. 410,000 compounds, 0.063% hits. AID 1347071; note: potency is the fitted concentration of half-maximal effect; nearly all actives have a fitted effect of over 55% in size
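Yeast growth medium received pinned compounds, then yeast cells expressing toxic A-beta were added; plates incubated at 30 C for 48 hr. Growth read as absorbance at 600 nm, normalized to DMSO and equimolar FeCl3 plus clioquinol controls.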
PLK1 PBD block = inhibitors of human PLK1 polo-box domain binding; 360,000 compounds, 2.8% hits; Potency, µM, for inactives: max response, negative = inhibition, usual class: inhibitors; AID 720504; P53350; Plk1 PBD binding of FITC phosphopeptide, fluorescence polarization; note: potency is the fitted concentration of half-maximal effect; series mostly up to about 57 µM; % is set by controls: 0 for no effect and ±100 for the full control effect; nearly all actives have a fitted effect of over 65% in size
EPAC1 antagonist = antagonists of human EPAC1; O95398; EPAC1 GEF assay, Rap1b-BODIPY-GDP exchange fluorescence; Potency, µM (series often up to 115 µM), inactives show at the top dose activity change, negative = inhibition, actives largely listed as inhibitors; 360,000 compounds, 0.14% hits;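 note: potency is the fitted concentration of half-maximal effect; plate controls were vehicle for no effect and positive control for full effect; nearly all actives have a fitted effect of over 50% in size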
Target sequence (O95398 whole entry, looked up): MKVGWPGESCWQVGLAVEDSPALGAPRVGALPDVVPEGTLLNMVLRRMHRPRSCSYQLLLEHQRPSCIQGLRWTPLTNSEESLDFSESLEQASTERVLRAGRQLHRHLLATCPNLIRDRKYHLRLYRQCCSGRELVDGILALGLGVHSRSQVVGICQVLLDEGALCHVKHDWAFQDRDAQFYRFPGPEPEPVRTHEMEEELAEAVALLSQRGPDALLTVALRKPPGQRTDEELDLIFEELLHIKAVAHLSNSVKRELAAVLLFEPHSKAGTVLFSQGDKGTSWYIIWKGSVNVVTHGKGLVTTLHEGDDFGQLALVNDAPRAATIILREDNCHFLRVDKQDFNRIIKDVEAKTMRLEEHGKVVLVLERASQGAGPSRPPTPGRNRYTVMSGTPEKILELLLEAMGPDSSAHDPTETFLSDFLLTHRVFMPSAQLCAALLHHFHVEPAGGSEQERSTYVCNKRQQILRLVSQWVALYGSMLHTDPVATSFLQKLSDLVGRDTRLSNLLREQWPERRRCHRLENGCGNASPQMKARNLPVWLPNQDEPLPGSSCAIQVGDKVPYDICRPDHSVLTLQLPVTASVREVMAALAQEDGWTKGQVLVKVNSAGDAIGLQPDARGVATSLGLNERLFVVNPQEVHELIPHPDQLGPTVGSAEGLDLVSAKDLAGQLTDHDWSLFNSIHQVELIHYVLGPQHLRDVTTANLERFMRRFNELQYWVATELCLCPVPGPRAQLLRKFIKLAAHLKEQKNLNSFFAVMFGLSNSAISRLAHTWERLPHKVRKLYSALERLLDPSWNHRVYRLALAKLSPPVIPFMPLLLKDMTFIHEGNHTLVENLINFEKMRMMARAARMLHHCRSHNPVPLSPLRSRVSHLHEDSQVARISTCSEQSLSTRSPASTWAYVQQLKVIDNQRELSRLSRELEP
PI5P4Ka inh = inhibitors of human PI5P4K alpha. PI5P4Kalpha enzyme, ADP-Glo luminescence, 60 min; stronger effect = lower value. max response, %. 330,000 compounds, 1.2% hits; active = max response of -50% or lower; inconclusive = between -30% and -50%; inactive = -30% or higher; note: value at the top dose of about 77 µM; % is set by controls: 0 for no effect and ±100 for the full control effect
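ADP-Glo luminescence end-point read after a 60 min room-temperature kinase reaction of PI5P4Kalpha plus substrate, initiated with ATP at 5 microM final. Buffer: 0.038 M HEPES pH 7.4, EGTA, 0.1% CHAPS, 5% DMSO.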
FUS yeast rescue = rescues growth of FUS-expressing yeast; S. cerevisiae FUS-expressing, growth rescue, OD600, 24 h; Potency, µM (series often up to 76.6 µM), without a hit: top-dose growth rescue (activation), usual class: activators; 390,000 compounds, 0.24% hits;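 note: potency is the fitted concentration of half-maximal effect; plate controls were DMSO vehicle for no effect and reference control for full effect; nearly all actives have a fitted effect of over 55% in size; some results filed as inactive show a strong effect at the top dose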
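Galactose (2%) drives FUS expression in yeast precultured in raffinose; seeding density OD 0.005. Test compounds incubated 24hr at 30C and 99% humidity before absorbance at 600 nm was measured.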
aSyn yeast inh = rescues yeast growth from alpha-synuclein toxicity; 370,000 compounds, 0.14% hits; Yeast expressing alpha-synuclein, growth rescue, BacTiter-Glo, 24 h; AID 652106; Potency, µM (titrated, usually from 46.1 µM), inactives show at the highest dose growth rescue (activation), actives largely listed as activators; note: potency is the fitted concentration of half-maximal effect; % of control where 0% means no effect; nearly all actives have a fitted effect of over 65% in size
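Readout is rescue of growth in alpha-synuclein-expressing yeast, so inhibitors of toxicity appear as activators. Growth after 24 hr at 30 deg C in galactose medium is quantified by luminescence.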
WRN inhibitor = WRN helicase (human) inhibition. Potency, µM (highest dose often 114 µM), for inactives: at the highest dose activity change, negative = inhibition, hits mostly inhibitors. Q14191. AID 651768. WRN helicase unwinding, fluorescent forked duplex, kinetic. 360,000 compounds, 0.46% hits; note: potency is the fitted concentration of half-maximal effect; % is set by controls: 0 for no effect and ±100 for the full control effect; nearly all actives have a fitted effect of over 55% in size
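Enzyme (20 nM final) and test compound sit together 15 min at room temperature before substrate addition. Substrate is a single-forked duplex oligonucleotide (100 nM) labelled with fluorophore and quencher, with 2 mM ATP; helicase unwinding raises red fluorescence, read kinetically.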
EPAC1 ag = agonists of human EPAC1; AID 720707; EPAC1 agonist qHTS, biochemical assay; response scale: 100% = response to 6.5 mM cAMP; Potency, µM (titrated, usually from 154 µM), inactives show at the highest dose activation, usual class: activators; O95398; 360,000 compounds, 0.073% hits; note: potency is the fitted concentration of half-maximal effect; nearly all actives have a fitted effect of over 60% in size
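EPAC1 100 nM, Rap1B–BODIPY-GDP 250 nM, unlabeled GDP 50 uM; compound titration; 5 min RT; kinetic read ex480/em540 at 5-min intervals ×30 min; data normalized to 6.5 mM cAMP agonist control.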
IL2 activator = activators of IL-2 | IL-2 activation reporter assay, cell-based qHTS; stimulated with anti-CD3/CD4/CD28 beads; in transgenic mouse T cells | AID 652025 | 360,000 compounds, 0.065% hits | activation, % (series mostly up to about 46 µM); in the data active = activation above about 50%; inconclusive = mostly about 30% to 49%; note: 0% is about no effect
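Unstimulated transgenic mouse T cells, 750 per well, received compound and, after 60 minutes, anti-CD3/anti-CD4 bead plus anti-CD28 stimulation. EGFP and DsRed were quantified after 18 hours.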
* = called active by the depositor; ? = inconclusive; · = not tested or not shown; [ ] = dose if it differs, or a comment. Unless noted, calls come from the whole dose curve; as a rule, active = well fitted curve in the direction sought with a large enough effect; inconclusive = small, poorly fitted or top-dose-only effect, or another doubt; inactive = no such curve, though single readings can be large; an effect the other way counts as inactive or inconclusive.

SMILES	Abeta yeast res	PLK1 PBD block	EPAC1 antagonist	PI5P4Ka inh	FUS yeast rescue	aSyn yeast inh	WRN inhibitor	EPAC1 ag	IL2 activator
O=C(Nc1ccc(S(=O)(=O)N2CCCCC2)cc1)c1cccnc1Cl	-7%	2%	-3%	-4	-3%	-1%	-5%	-3%	-0.5
O=C(c1cccs1)N1CCN=C1SCc1cccnc1	-8%	-5%	4%	8	5%	3%	-5%	-2%	-0.6
COc1cccc(-c2c(-c3ccccc3OC)ncn2Cc2cccc(-c3ccccc3)c2)c1	4%	-10%	-19%	-2	?	-39%[inhibitor]	-13%	0%	-0.9
COc1ccc(S(=O)(=O)N2CCN(C)CC2c2ccccc2)cc1OC (configuration not stated)	4%	-3%	6%	-4	11%	-5%	-7%	-4%	-0.5
CCCCn1c(=O)n(CC(=O)NCc2ccc(C)cc2)c(=O)c2c1nc(CO)n2CCC	17%	-6%	4%	-1	12%	0%	0%	3%	0.5
CNc1ncnc2c1ncn2[C@H]1CN(Cc2cccnc2)C[C@@H](CO)O1	10%	-10%	-7%	0	-20%	1%	-5%	-10%	0.3
CC(C)C(NC(=O)C1CCC(C(C)(C)C)CC1)C(=O)NCCc1ccc(S(N)(=O)=O)cc1 (configuration not stated)	-8%	-5%	-8%	7	-12%	6%	6%	-26%	-0.2
CCc1cc(C(=O)N2CCCC(CCC(=O)NCc3cccc(OC)c3)C2)no1 (configuration not stated)	13%	-1%	-6%	2	3%	-2%	1%	4%	-0.3
O=C(Nc1cccc(Cl)c1)Nc1nc(-c2ccccc2)cs1	-1%	0%	-9%	9	-33%	1%	-6%	6%	-0.8
O=C(NCCN1CCN(c2ccccc2)CC1)c1cccc(Cl)c1	-6%	-11%	-23%	-1	-28%	-3%	7%	10%	-0.1
OC(CCCN1CCCCC1)(c1ccccc1)c1ccc(C(F)(F)F)cc1 (configuration not stated)	21%	-3%	-3%	4	-13%	0%	9%	-2%	-0.5
Cc1cccc(C(=O)OCC(=O)Nc2sc3c(c2C#N)CCC3)c1	0%	-1%	28%	-30	-2%	0%	?	16%	0.8
COCC(=O)Nc1ccc(S(=O)(=O)NCC2CCCO2)cc1 (configuration not stated)	-7%	-4%	-11%	5	14%	0%	-15%	8%	-0.6
O=C(Nc1ccccc1O)c1nc(Cl)ccc1Cl	-14%	-5%	2%	11	-3%	-12%	2%	3%	0.2
O=C(NCc1ccco1)c1cc2ccc(O)cc2oc1=O	-67%[inhibitor]	-13%	-5%	-81*	·	-62%[inhibitor]	?	0%	-1.2
Cc1cccc(C)c1OC1(c2ccccc2)OC(=O)c2ccccc21 (configuration not stated)	7%	1%	-13%	·	11%	-14%	-6%	2%	1.0
Oc1c(C(c2ccco2)N2CCOCC2)sc2ncnn12 (configuration not stated)	3%	-20%	28%	2	-15%	-3%	1%	3%	-1.8
Cc1cc(C(F)(F)F)c(C#N)c(SCC(=O)NC(C)(C)C)n1	2%	-7%	-1%	1	?	0%	-15%	-18%	0.9
COc1ccc(CC(NC(C)=O)C(=O)NC2CCN(C(=O)NCc3ccccc3)CC2)cc1OC (configuration not stated)	20%	-8%	1%	·	9%	1%	4%	0%	-0.4
CC(=O)OCCN(Cc1ccccc1)Cc1ccc2c(c1)OCO2	-14%	-4%	7%	·	40%	-1%	-13%	10%	-3.0
Cc1ccc(CNC(=O)C2CCC(CNS(=O)(=O)c3cccc4cccnc34)CC2)cc1 (configuration not stated)	6%	1%	4%	1	3%	7%	0%[57.1 µM]	-13%	-1.0
N#CCCCn1c(O)c(N=NC(=O)C(O)c2ccccc2)c2ccccc21 (configuration not stated)	12%	-9%	-17%	6	3%	0%	-8%	7%	-0.3
CCCCNC(=O)C1C(c2ccc(C(F)(F)F)cc2)=Nc2ccccc2N1C(=O)c1cccc2ccccc12 (configuration not stated)	-6%	-6%	-27%	9	?	1%	1%	-19%	0.7
COC1(OC)N=C(N)C2(C#N)C(c3cccc(Oc4ccccc4)c3)C12C#N (configuration not stated)	-5%	-3%	7%	1	6%	-6%	-23%	7%	-0.6
Cc1cc(C)nc(N2CCN(CC(=O)NCc3ccccc3)CC2)n1	14%	0%	4%	·	15%	2%	5%	-1%	-1.1
Nc1nc(N)c2c(ccc3c2ccn3Cc2cccc([N+](=O)[O-])c2)n1	-31%[inhibitor]	2%	?	-61*	?	-27%	-15%[57.1 µM]	25%	-0.9
CC(C)Sc1nnc([C@H](Cc2c[nH]c3ccccc23)NC(=O)OC(C)(C)C)o1	21%	-3%	?	4	37%	10%	-4%	0%	-2.5
CC(=NNC(=O)c1cccs1)c1ccc2c(c1)OCCO2	-6%	-6%	13%	-9	13%	-4%[1.84 µM]	8%	-7%	-0.6
COc1c(C)cc(S(=O)(=O)NCc2ccccn2)c(C)c1C	12%	10%	4%	-6	3%	6%	-2%	4%	-0.4
COCCn1c(N)c(C#N)c2nc3ccccc3nc21	7%	-5%	6%	·	-2%	6%	-4%	2%	-3.0

Complete entries as entered above. Order of screens: Abeta yeast res | PLK1 PBD block | EPAC1 antagonist | PI5P4Ka inh | FUS yeast rescue | aSyn yeast inh | WRN inhibitor | EPAC1 ag | IL2 activator
Nc1nc(N)c2c(ccc3c2ccn3Cc2cccc([N+](=O)[O-])c2)n1 is listed with -31%[inhibitor] | 2% | ? | -61* | ? | -27% | -15%[57.1 µM] | 25% | -0.9
N#CCCCn1c(O)c(N=NC(=O)C(O)c2ccccc2)c2ccccc21 (configuration not stated) is listed with 12% | -9% | -17% | 6 | 3% | 0% | -8% | 7% | -0.3
Cc1cccc(C)c1OC1(c2ccccc2)OC(=O)c2ccccc21 (configuration not stated) is listed with 7% | 1% | -13% | · | 11% | -14% | -6% | 2% | 1.0
COc1c(C)cc(S(=O)(=O)NCc2ccccn2)c(C)c1C is listed with 12% | 10% | 4% | -6 | 3% | 6% | -2% | 4% | -0.4
Cc1cc(C(F)(F)F)c(C#N)c(SCC(=O)NC(C)(C)C)n1 is listed with 2% | -7% | -1% | 1 | ? | 0% | -15% | -18% | 0.9

The results go on:
SMILES	Abeta yeast res	PLK1 PBD block	EPAC1 antagonist	PI5P4Ka inh	FUS yeast rescue	aSyn yeast inh	WRN inhibitor	EPAC1 ag	IL2 activator
Cc1ccccc1CSc1nc2ccccc2c(=O)[nH]1	18%	-5%	-7%	1	·	-1%	8%	11%	0.6
O=C(CSc1ncnc2c1oc1ccccc12)Nc1ccccc1C(F)(F)F	-19%	-14%	-10%	-1	-22%	-5%	6%	-7%	-2.8
O=C(NCC1CCCO1)C(c1ccc(F)cc1)N(C(=O)Cn1nnc(-c2ccc(F)cc2)n1)c1cccc(O)c1 (configuration not stated)	-3%	-2%	-9%	7	-2%	-5%	-14%	-24%	-2.9
O=C(OCC(=O)c1c[nH]c2ccccc12)c1cccc(O)c1	-2%	3%	2%	4	7%	-1%	-1%	-3%	-0.3
CC(C)(C)OC(=O)NCCCC[C@H](NC(=O)c1nc[nH]c1C(=O)NC(c1ccccc1)c1ccccc1)C(=O)OC(C)(C)C	0%	2%	?	0	16µM*	8%	?	-39%[inhibitor]	-3.5
CCn1c(=O)c(C(=O)NNC(=O)c2ccc(Cl)cc2Cl)c(O)c2ccccc21	-3%	-4%	-3%	-1	-1%	3%	0%	-11%	0.5
COc1ccc(NC(=O)CNC(=O)C23CC4CC(CC(C4)C2)C3)c(OC)c1	4%	-2%	1%	2	19%	0%	3%	8%	-3.2
Cc1ccc(NC(=O)Cn2nc(C(=O)O)c3ccccc3c2=O)cc1S(=O)(=O)N1CCCCC1	-4%	3%	-4%	-8	5%	4%	-21%	9%	-0.2
CCCc1cc(=O)[nH]c(SCC)n1	6%	5%	13%	·	?	1%	-15%	-3%	-1.4
O=C(C[C@H]1C[C@H](C(=O)N2CCOCC2)[C@@]2(CCC3CCCC3)c3[nH]c4ccc(Cl)cc4c3CCN2C1=O)NCCN1CCOCC1	-10%	-6%	20%	6	-18%	-3%	-1%	-25%	0.8
CN(C)S(=O)(=O)c1ccc(C(=O)Nc2ccc(OCC(=O)N3CCOCC3)cc2)cc1	-11%	-12%	-2%	1	-1%	-6%	-4%	0%	0.1
COCc1nnc(NC(=O)c2c(-c3c(Cl)cccc3Cl)noc2C)s1	11%	2%	-24%	1	26%	-1%	2%	5%	-1.5
CCCCN(CCO)c1ncnc2sc(-c3ccccc3)cc12	-36%[inhibitor]	-18%	?	9	19%	10%	-5%[57.1 µM]	12%	-1.1
Cc1ccc(-c2cc(=O)c3cc(F)ccc3[nH]2)cc1	0%	2%	4%	-5	-34%	1%	5%	-4%	0.0
C[C@@H]1CCCCO[C@@H](CN(C)Cc2ccc(C(F)(F)F)cc2)[C@@H](C)CN([C@H](C)CO)C(=O)c2cc(N(C)C)ccc2O1	-15%	-21%	-20%	3	11%	-2%	-10%	-35%[inhibitor]	-4.2
COC(=O)c1cccc(NC(=O)Nc2ccccc2OC)c1	11%	3%	-6%	-1	1%	4%	-8%	-5%	-1.9
C[C@H]1CN([C@@H](C)CO)C(=O)CCCn2nncc2CO[C@@H]1CN(C)Cc1ccc(Cl)c(Cl)c1	2%	4%	13%	-2	-22%	4%	1%	7%	-2.8
Cc1ccc(C(=O)NNC(=S)NCC2CCCO2)cc1[N+](=O)[O-] (configuration not stated)	6%	2%	6%	-3	·	1%	-7%	0%	-6.0
CC1CCCCN1S(=O)(=O)c1ccc(C(=O)Nc2nnc(-c3ccncc3)o2)cc1 (configuration not stated)	-6%	-2%	-14%	1	?	9%	-9%	3%	-0.9
Cc1ccc(CSc2nc3ccncc3[nH]2)cc1	-39%[inhibitor]	-2%	13%	-19	-5%	?	-1%	-11%	-0.8
CCOC(=O)CCCSc1nc2sc3c(c2c(=O)[nH]1)CCC3	-4%	-3%	4%	0	1%	·	2%	3%	-0.2
CC(C)NS(=O)(=O)c1cc(C(=O)O)ccc1Cl	-4%	-8%	9%	-1	·	-1%	-20%	-2%	-1.9
